Bioassay records as filed in PubChem.
TSHR antag: Antagonists of the Thyroid Stimulating Hormone Receptor: HTS campaign. TSHR-expressing cells, TSH-stimulated cAMP HTRF, 2 h; active compounds read low. activity change, negative = inhibition, % at 11.5 µM. AID 504810, 2011. 330,000 tested, 0.2% active;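 active = activity change below a set negative limit, meaning inhibition stronger than a set level, cut at about -70% in these data; inconclusive = activity change between two set negative limits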; also: % is scaled to controls: 0 for no effect and ±100 for the full control effect
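Cell-based HTRF cAMP assay; TSHR cells + compound, TSH EC80 (4nM final), 2 h, 37 deg C. Lysis with anti-cAMP cryptate and cAMP-d2, 30 min RT, read 665/620 nm.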
ELG1 repair inh: qHTS screen for small molecules that inhibit ELG1-dependent DNA repair in human embryonic kidney (HEK293T) cells expressing luciferase-tagged ELG1; HEK293T ELG1-luciferase reporter, luminescence, 16 h; DNA damage induced by 5-fluorouridine; AID 504467, 2011; 330,000 tested, 2.3% active; Potency, µM (highest dose often 46.1 µM), inactives show top-dose activity change, negative = inhibition, hits mostly inhibitors; also: potency is read from the fitted curve at half-maximal effect; % is scaled to controls: 0 for no effect and ±100 for the full control effect; nearly all actives have a fitted effect of over 55% in size
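Reporter activity after DNA damage by 5-fluorouridine is monitored. Compound-treated cells incubate 16 hr at 37 °C, then ONE-Glo is added for 30 min before luminescence reading.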
uPA surface inh: qHTS for Inhibitors of Cell Surface uPA Generation; cell surface uPA generation assay, qHTS; Potency, µM (titrated, usually from 38.3 µM), without a hit: at the highest dose activity change, negative = inhibition, usual class: inhibitors; 330,000 tested, 0.31% active; active = well fitted inhibition curve with a large enough effect; inconclusive = small, poorly fitted or top-dose-only effect; inactive = no such curve, though single readings can be large or run the other way; tested in mouse RAW 264.7 cells; also: potency is read from the fitted curve at half-maximal effect; % is scaled to controls: 0 for no effect and ±100 for the full control effect; nearly all actives have a fitted effect of over 55% in size
B2AR arrestin: qHTS assay of beta-arrestin-biased ligands of beta2-adrenergic receptor; Beta-2 adrenergic receptor (Homo sapiens), P07550; beta-arrestin recruitment to beta2AR, cell-based reporter; Potency, µM (highest dose often 46.1 µM), inactives show at the highest dose activation, most hits filed as activators; 330,000 tested, 0.02% active; AID 492947, 2010;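 also: potency is read from the fitted curve at half-maximal effect; 0% = DMSO controls and full agonism = EC100 isoproterenol or metaproterenol; nearly all actives have a fitted effect of over 65% in size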
Eya2 inh: qHTS Assay for Inhibitors of the Phosphatase Activity of Eya2; recombinant Eya2, OMFP fluorescence dephosphorylation (OMFP is methylfluorescein phosphate); Potency, µM (titrated, usually from 76.9 µM), for the others: top-dose activity, negative = inhibition, hits mostly inhibitors; 330,000 tested, 0.006% active; AID 488837, 2010; also: potency is read from the fitted curve at half-maximal effect; % is scaled to controls: 0 for no effect and ±100 for the full control effect
Target sequence (O00167 whole entry, looked up): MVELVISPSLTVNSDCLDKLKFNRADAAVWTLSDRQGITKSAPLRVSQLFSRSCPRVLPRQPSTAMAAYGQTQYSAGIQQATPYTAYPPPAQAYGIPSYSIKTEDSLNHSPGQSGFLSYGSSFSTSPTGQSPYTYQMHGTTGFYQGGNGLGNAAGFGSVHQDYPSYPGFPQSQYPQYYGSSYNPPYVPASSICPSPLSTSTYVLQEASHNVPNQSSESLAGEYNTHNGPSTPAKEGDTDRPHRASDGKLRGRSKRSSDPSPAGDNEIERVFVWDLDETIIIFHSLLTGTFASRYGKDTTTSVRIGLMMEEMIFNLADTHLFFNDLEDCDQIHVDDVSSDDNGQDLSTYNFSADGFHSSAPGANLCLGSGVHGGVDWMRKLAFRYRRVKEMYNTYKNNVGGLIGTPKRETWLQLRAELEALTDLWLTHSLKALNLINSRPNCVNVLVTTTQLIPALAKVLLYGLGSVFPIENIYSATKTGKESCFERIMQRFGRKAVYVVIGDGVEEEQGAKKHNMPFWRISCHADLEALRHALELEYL
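Eya2 (0.2 uM) preincubated 10 min at ambient with compound, then OMFP substrate added at 50 uM; 10 min reaction in 50 mM HEPES pH 7.5, 50 mM NaCl, 5 uM MgCl2, 0.05% BSA, 1 mM DTT. Fluorescence read at Ex 485/Em 525 nm.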
Chronic BCR inh: qHTS Assay to Find Inhibitors of Chronic Active B-Cell Receptor Signaling. ABC-DLBCL IkBa-CBG/CBR reporter, luminescence ratio, 4 h. Potency, µM (titrated, usually from 46.1 µM), without a hit: at the highest dose ratio change, negative = lower green/red ratio, actives largely listed as inhibitors. 340,000 tested, 0.05% active; active = well fitted inhibition curve with a large enough effect in the signal ratio, with a control signal flat, not every such curve was filed as active; inconclusive = small, poorly fitted or top-dose-only effect, or effect the other way, or a change in a side signal; the % refers to the signal ratio;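 also: potency is read from the fitted curve at half-maximal effect; plate controls were basal doxycycline-induced cells for no effect and cells given 10 µM MG132 for full effect; MG132 reads +100%, hits lower the ratio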
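Doxycycline induced both beetle luciferases in TMD8 lymphoma cells; IKK-driven degradation limits the IkappaBalpha-fused green signal, while red luminescence normalises for cell number and nonspecific effects. Compounds tested up to 46 uM, 4 hrs.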
PTAP TSG101 blk: qHTS Assay for Iinhibitors of HIV-1 Budding by Blocking the Interaction of PTAP/TSG101. Tumor susceptibility gene 101 protein (Homo sapiens), Q99816. 340,000 tested, under 10 active. Potency, µM (doses to about 115 µM), for the others: top-dose activity change, negative = inhibition, most hits filed as inhibitors. Fluorescence polarization, FITC-PTAP peptide / Tsg101 binding; active = well fitted inhibition curve with a large enough effect in the main read-out, with a control signal flat, not every such curve was filed as active; inconclusive = small, poorly fitted or top-dose-only effect, or effect the other way, or a change in a side signal; inactive = no such curve, though single readings can be large or run the other way; also: potency is read from the fitted curve at half-maximal effect; % of control where 0% means no effect
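Fluorescence polarization binding of Tsg101 binding domain (10 uM final) to FITC-labeled PTAP peptide (50 nM final) in HEPES pH 7.5 buffer with NaCl, Tween 20, EDTA, TCEP. Compounds added before peptide; binding 20 min at RT.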
Tb PFK block: qHTS Assay to Find Inhibitors of T. brucei phosphofructokinase; Potency, µM (top dose mostly 57.5 µM), for the others: at the top dose activity, negative = inhibition, hits mostly inhibitors; T. brucei PFK, ADP-Glo luminescence; 330,000 tested, 0.17% active; ATP-dependent 6-phosphofructokinase (Trypanosoma brucei brucei), O15648;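 also: potency is read from the fitted curve at half-maximal effect; 0% = uninhibited 1x PFK enzyme wells and -100% = no-enzyme wells; nearly all actives have a fitted effect of over 60% in size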
Target sequence (O15648 whole entry, looked up): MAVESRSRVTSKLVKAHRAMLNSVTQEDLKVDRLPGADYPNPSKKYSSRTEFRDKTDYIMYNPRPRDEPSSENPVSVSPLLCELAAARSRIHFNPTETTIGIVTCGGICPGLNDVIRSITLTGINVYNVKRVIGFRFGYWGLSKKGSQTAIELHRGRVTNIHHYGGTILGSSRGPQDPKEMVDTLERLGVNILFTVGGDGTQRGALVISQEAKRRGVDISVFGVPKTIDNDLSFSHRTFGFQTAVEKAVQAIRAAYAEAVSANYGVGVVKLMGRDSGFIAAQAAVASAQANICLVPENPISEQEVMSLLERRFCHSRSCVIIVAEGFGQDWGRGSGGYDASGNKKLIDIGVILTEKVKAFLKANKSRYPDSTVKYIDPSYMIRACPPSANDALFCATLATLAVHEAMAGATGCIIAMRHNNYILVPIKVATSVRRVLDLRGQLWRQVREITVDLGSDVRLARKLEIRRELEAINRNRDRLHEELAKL
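In TEA buffer at pH 8.0 with 5 mM MgCl2, enzyme (1.25 nM) converted F6P (0.5 mM) and ATP (0.1 mM) for 45 min at room temperature. ADP product was read by luciferase luminescence.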
TCR activator: Activators of T cell receptors: qHTS campaign | 330,000 tested, under 10 active | Potency, µM (top dose mostly 9.22 µM), inactives show top-dose activation of IL-2 secretion, most hits filed as activators | primary human leukocytes, anti-CD3, IL-2 HTRF, 48 h | AID 504894, 2011; also: % of control where 0% means no effect
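HTRF read-out of IL-2 secretion: europium cryptate donor excited at 320nm, d2 acceptor emission at 665nm. Cells were primary human leukocytes incubated 48 hr with compounds and a-CD3 beads, supplying TCR signal only.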
USP2a inh: qHTS Assay for Inhibitors of Ubiquitin-specific Protease USP2a Using CHOP2 as the Reporter; AID 463254, 2010; 330,000 tested, 0.01% active; USP2 core, Ub-CHOP2 coupled fluorogenic reporter, 485/531; Ubiquitin carboxyl-terminal hydrolase 2 (Homo sapiens), O75604; Potency, µM (highest dose often 38.3 µM), for the others: at the highest dose activity change, negative = inhibition, most hits filed as inhibitors;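 also: potency is read from the fitted curve at half-maximal effect; plate controls were DMSO wells for no effect and full inhibition by NEM control for full effect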
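Deubiquitinase activity read as fluorescence (485/531 nm) after Ub-CHOP2 cleavage activates the enterokinase reporter on its substrate; USP2 core 10nM, Ub-CHOP2 and substrate 25nM each, 30min compound preincubation then 60min RT; data normalized to NEM, curves fitted.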
Mito fusion act: qHTS Assay for Small Molecule Inhibitors of Mitochondrial Division or Activators of Mitochondrial Fusion. Potency, µM (doses to about 46.1 µM), without a hit: at the top dose growth rescue (activation), most hits filed as activators. S. cerevisiae fusion-defective mutant growth rescue, CellTiterGlo 48 h. 320,000 tested, 0.23% active;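 also: potency is read from the fitted curve at half-maximal effect; % of control where 0% means no effect; nearly all actives have a fitted effect of over 45% in size; temperature-sensitive fusion mutants such as fzo1-1 at 37 °C on non-fermentable ethanol glycerol medium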
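Luminescent cell viability in 1536-well qHTS format served as the measure of rescued growth in ts fusion-mutant S. cerevisiae cultured on non-fermentable YPEG for 48 hours at 37C.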
Active calls of the source: *; u = inconclusive; x = not tested or not shown; [ ] = another dose, or the depositor's remark. Unless noted, calls follow the shape of the dose curve; as a rule, active = well fitted curve in the direction sought with a large enough effect; inconclusive = small, poorly fitted or top-dose-only effect, or another doubt; inactive = no such curve, though single readings can be large; an effect the other way counts as inactive or inconclusive.

SMILES | TSHR antag | ELG1 repair inh | uPA surface inh | B2AR arrestin | Eya2 inh | Chronic BCR inh | PTAP TSG101 blk | Tb PFK block | TCR activator | USP2a inh | Mito fusion act
Cc1cccc(C2=NN(c3ccccc3)[C@H](CO)[C@H]2c2ccc(Cl)cc2)c1 | -1 | 3% | -2% | 0.0% | -17% | 8% | -2% | 4% | 0%[46.1 µM] | -1% | x
Cc1ccc(/C=N\NC(=O)c2cc([N+](=O)[O-])cc([N+](=O)[O-])c2)o1 | -2 | -24% | 7% | 0.4% | -14% | -1% | -1% | 1% | 0%[46.1 µM] | 4% | -5%
CCOC(=O)N1CCN(CC(O)COc2ccccc2C(C)(C)C)CC1 (stereo unspecified) | 4 | -2% | 12% | -1.6% | -4% | -6% | 1% | 0% | 3%[46.1 µM] | 1% | 0%
Fc1ccc(C2CC(c3cccs3)=NN2C(=S)Nc2ccccc2)cc1 (stereo unspecified) | 10 | 13% | -8% | -0.1% | -8% | 4% | -1% | 7% | 22%[46.1 µM] | 0% | u
CCCc1cc(=O)[nH]c(SCC(=O)N2c3ccccc3CC2C)n1 (stereo unspecified) | x | u | u | -0.3% | -8% | 0% | -2% | -17% | -5% | 0% | x
COc1ccc(/C=N/NC(=O)c2ccn[nH]2)cc1CSc1ccccn1 | -6 | u | -19% | -0.3% | -1% | u | -5% | 1% | 2% | 4% | 2%
Brc1ccc(-c2c[n+]3c(n2-c2ccccc2)SCC3)cc1 | -7 | u | -3% | 0.1% | 18% | 1% | 1% | 0% | 5% | -1% | -1%
O=C(CCNC(=O)c1ccc(Br)o1)NCc1ccccc1Cl | 1 | -1% | x | -0.5% | 3% | 4% | -6% | -1% | 5% | 1% | -5%
CC(C)n1c(=O)n(CC(=O)NCC2CCCO2)c(=O)c2c3c(sc21)COC(C)(C)C3 (stereo unspecified) | -3 | 6% | 5% | 0.2% | -2% | u | -3% | 1% | -5% | 5% | 2%
O=C(Nc1cc2c3c(c1)C1CCCC1CN3CC1CCCC21)c1ccccc1 (stereo unspecified) | -14 | u | 1% | 0.4% | 8% | 1% | 2% | 10% | -2% | -22% | -5%
O=S(=O)(Nc1ccc2c(c1)nc1n2CCOC1)c1ccccc1 | 7 | 6% | 2% | 0.1% | -3% | -4% | 3% | -13% | 0% | 0% | -12%
COC(=O)/C(C#N)=C/c1cc(C)sc1C | -1 | -12% | 0% | 0.4% | -18% | 10% | -1% | 16% | 1% | 1% | -1%
CCOC(=O)c1cnc(Cc2ccccc2)[nH]c1=O | 13 | -2% | -3% | 0.4% | 3% | 7% | -6% | 0% | 1% | 2% | 0%
CCN1C(=O)c2cccc3c(NC(=O)c4cccc(N5C(=O)CCC5=O)c4)ccc1c23 | -3 | 4% | 1% | 0.5% | -3% | u | 1% | -4% | 8% | -1% | -3%
COc1cc(OC)c(C2=NOC(C(=O)NCc3cccs3)C2)cc1Cl (stereo unspecified) | -8 | 1% | -15% | 0.0% | -14% | u | -1% | -1% | -2% | 1% | 1%
CC1CCCN(CC(O)COc2ccc(Cl)cc2)C1 (stereo unspecified) | 3 | -3% | -7% | 0.2% | 4% | 5% | -6% | -12% | 0% | 2% | 0%
Cn1ccc(=NC=C(C#N)C#N)c2ccccc21 | 12 | 15% | -3% | 0.3% | 6% | -7% | 0% | 2% | -4% | 4% | 3%
CSc1ncccc1C(=O)NCC(c1ccco1)N1CCCCC1 (stereo unspecified) | 4 | 14% | 0% | -0.8% | 4% | -1% | 0% | -7% | 1% | 1% | x
OC(COCc1ccccc1)CN1CCc2ccccc2C1 (stereo unspecified) | 30 | u | 4% | 0.0% | 0% | 2% | -11% | 0% | 1%[46.1 µM] | 3% | -3%
CCOc1ccc(OCC(O)CN2CCN(S(=O)(=O)c3cccc(C(F)(F)F)c3)CC2)cc1 (stereo unspecified) | -1 | u | -1% | 0.3% | u | 1% | 3% | -3% | 5% | 1% | -22%
Cn1c2ccccc2c2cnn(CC(=O)NCCCN3CCN(c4ccccc4F)CC3)c(=O)c21 | 0 | -16% | -8% | -0.8% | 0% | 2% | -7% | 3% | 0% | 4% | 0%
COc1ccc(-n2nc3cc(C)c(N)c(Br)c3n2)cc1 | -24 | u | -4% | 0.5% | -14% | u | -13% | -1% | 0% | 1% | 20%
O=C(COc1ccc(S(=O)(=O)N2CCCCC2)cc1)N1CCCC1 | 5 | x | 0% | -0.4% | 5% | 4% | 2% | 5% | -5% | 2% | 1%
COc1ccc(OC)c(/C=C/C(=O)OCC(=O)N2CCCCC2)c1 | -2 | 7% | -5% | -0.3% | 2% | -3% | -5% | 6% | -3%[46.1 µM] | 1% | x
O=S(=O)(c1cccc(Cl)c1)N1CCCC1 | 5 | 4% | x | 0.0% | 0% | 3% | -7% | 1% | -6% | 0% | 1%
CCN1CCN(c2ccc(NC(=O)COc3ccc([N+](=O)[O-])cc3)cc2)CC1 | -7 | 13% | 9% | -0.6% | 0% | 0% | x | -16% | 2% | 1% | 3%
CCOc1ccc(NC(=O)CCSc2ccc(C)cc2)cc1 | -2 | -5% | 3% | 0.0% | 10% | -2% | -2% | -3% | -4%[46.1 µM] | -1% | 5%
COc1ccc(-c2nc3c(s2)CCc2onc(-c4ccc(OC)cc4)c2-3)cc1 | -18 | -30% | u | -1.0% | 2% | 2% | 0% | -1% | 8% | 3% | 0%
FC(F)Oc1ccc(N=C2SCC3CCCCN23)cc1 (stereo unspecified) | -21 | u | -2% | 0.3% | -14% | u | -2% | 5% | 2% | -1% | -9%
CCC(C)(C)n1nnnc1C(c1ccc(C)cc1)N1CCN(C(=O)c2ccco2)CC1 (stereo unspecified) | -15 | 1% | 2% | -0.1% | 0% | 7% | 1% | -4% | 2%[46.1 µM] | -1% | -2%
CCOC(=O)N1CCN(Cc2cc(=O)oc3ccc4ccccc4c23)CC1 | 1 | u | -1% | -0.3% | -27% | -6% | 0% | 14% | -2% | -1% | 8%
O=C(COc1ccc(F)cc1)Nc1cc(Cl)ccc1-n1cncn1 | -2 | u | -1% | -0.4% | 13% | -1% | 3% | 21% | 2% | 0% | 10%
CCOC(=O)C(C(=O)Nc1ccc(C)cc1)C1CCCCC1 (stereo unspecified) | -7 | -24% | -10% | -0.1% | -36% | -17% | -3% | -2% | 3% | 1% | 8%
Cc1cc(=O)n(Cc2ccccc2)c2ccccc12 | -12 | 15% | 12% | 0.4% | -2% | -1% | 1% | -6% | 0% | 4% | -5%
CCCCN1C(=O)NC(c2ccc(OC)cc2)C(C(=O)OCc2ccccc2)=C1C (stereo unspecified) | -13 | 23% | -15% | 0.5% | -4% | 10% | -10% | 4% | 2% | 3% | 2%
Cc1ccc(/C=N/NC(=O)c2ccncc2)o1 | 25 | 0% | 1% | -1.4% | 4% | 3% | 1% | 5% | -7%[46.1 µM] | 2% | 1%
O=C(c1ccc2c(=O)n(Cc3ccc(Cl)cc3)c(=S)[nH]c2c1)N1CCCC1 | -10 | 3% | -5% | -0.7% | 0% | 3% | 0% | -4% | 4% | 0% | -4%
CCOc1ccccc1OCCCOc1ccc(C)cc1Cl | -5 | u | 0% | -0.2% | -1% | u | -3% | -2% | 6% | -2% | -9%
CCc1cccc(NC(=O)CN(c2ccc(C)cc2)S(=O)(=O)c2c(C)noc2C)c1 | -23 | -1% | -6% | -1.2% | -13% | 12% | -4% | 0% | 0% | -2% | -27%
Cc1cccc(OCCC(=O)OCC(=O)Nc2c(C)nn(-c3ccccc3)c2C)c1 | 1 | 15% | 2% | -0.2% | 15% | 2% | -1% | -1% | 1% | 1% | 2%
COc1cccc(C2(c3cccc(OC)c3)CC2C(=O)Nc2ccc(F)cc2)c1 (stereo unspecified) | 2 | -5% | 3% | -0.2% | 0% | 2% | -3% | 3% | -5%[46.1 µM] | -1% | -5%

The order is random. Share with any hit: about 3%.
